Mm-Cpn inhibitor: blocks the Methanococcus maripaludis chaperonin Mm-Cpn; purified Mm-Cpn ATPase, ADP Transcreener TR-FRET; Potency, µM (series often up to 76.9 µM), inactives show top-dose activity, negative = inhibition, hits mostly inhibitors; 330,000 compounds, 0.031% hits; AID 504842; also: potency is read from the fitted curve at half-maximal effect; % is scaled to controls: 0 for no effect and ±100 for the full control effect; nearly all actives have a fitted effect of over 80% in size
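Purified archaeal Mm-CPN (25nM final) preincubated 10 min at 37degC with compound, then 10uM ATP for 30 min at 37degC; ADP measured by HTRF Transcreener TR-FRET; buffer 30 mM TRIS pH 7.4, 100mM KCl, 5mM MgCl2, 1mM DTT.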
aSyn rescue: rescues yeast growth from alpha-synuclein toxicity; Yeast expressing alpha-synuclein, growth rescue, BacTiter-Glo, 24 h; Potency, µM (top dose mostly 46.1 µM), for the others: at the highest dose growth rescue (activation), usual class: activators; 370,000 compounds, 0.14% hits; AID 652106; also: potency is read from the fitted curve at half-maximal effect; % of control where 0% means no effect; nearly all actives have a fitted effect of over 65% in size
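Galactose-induced alpha-syn yeast (OD600=0.02, raffinose-pregrown) + pinned cpd, 24 hr, 30 deg C; growth by BacTiter-Glo luminescence. Growth restoration scores as activation.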
Abeta rescue: compounds reversing amyloid beta toxicity in yeast. Potency, µM (series often up to 46.1 µM), for the others: at the top dose growth rescue, usual class: activators. AID 1347071. yeast expressing A-beta42, growth rescue, OD600, 48 h; response scale: 0% DMSO, 100% iron-clioquinol control. 410,000 compounds, 0.063% hits; also: potency is read from the fitted curve at half-maximal effect; nearly all actives have a fitted effect of over 55% in size
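Yeast growth medium received pinned compounds, then yeast cells expressing toxic A-beta were added; plates incubated at 30 C for 48 hr. Growth read as absorbance at 600 nm, normalized to DMSO and equimolar FeCl3 plus clioquinol controls.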
HEK293 tox: cytotoxic in the GLP-1 receptor inverse agonist counter-screen | HEK293 cAMP-luciferase reporter cells, luminescence, 24 h | Potency, µM (series often up to 38.3 µM), for the others: top-dose activity change, negative = inhibition, hits mostly inhibitors | 410,000 compounds, 0.13% hits | AID 624418;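 also: loss of luciferase light is scored as toxicity; potency is read from the fitted curve at half-maximal effect; % is scaled to controls: 0 for no effect and ±100 for the full control effect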
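Here, cytotoxicity is scored as loss of luminescence. The MLSMR collection was tested on cells seeded in medium containing 10% Nu serum, with a 24 hr compound exposure preceded by 12 hours of culture.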
Akt phos inh: inhibitors of Akt phosphorylation | Neuro2A IGF-stimulated pAkt S473 HTRF, 20 min; stronger effect = lower value | activity change, % for hits at 50 µM | 360,000 compounds, 0.32% hits; in the data active = activity change below about -80%; inconclusive = mostly about -51% to -80%; also: % is scaled to controls: 0 for no effect and ±100 for the full control effect
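Single-point screen (50 µM final compound) in Neuro2A cells stimulated 20 min with 6 nM IGF at 37 deg C. After lysis, Ser473-phosphorylated Akt read by HTRF (ex 330 nm, em 615/665 nm) as the 665/615 ratio.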
GLP-1R inv ag: GLP-1 receptor (human) inverse agonism | P43220 | HEK293 GLP-1R CRE-luciferase, luminescence, 24 h; GLP-1R form is constitutively active | Potency, µM (highest dose often 38.3 µM), inactives show at the top dose activity change, negative = inhibition, most hits filed as inhibitors | 410,000 compounds, 1.6% hits | AID 624417; also: potency is read from the fitted curve at half-maximal effect; % is scaled to controls: 0 for no effect and ±100 for the full control effect; nearly all actives have a fitted effect of over 55% in size
Target sequence (P43220 whole entry, looked up): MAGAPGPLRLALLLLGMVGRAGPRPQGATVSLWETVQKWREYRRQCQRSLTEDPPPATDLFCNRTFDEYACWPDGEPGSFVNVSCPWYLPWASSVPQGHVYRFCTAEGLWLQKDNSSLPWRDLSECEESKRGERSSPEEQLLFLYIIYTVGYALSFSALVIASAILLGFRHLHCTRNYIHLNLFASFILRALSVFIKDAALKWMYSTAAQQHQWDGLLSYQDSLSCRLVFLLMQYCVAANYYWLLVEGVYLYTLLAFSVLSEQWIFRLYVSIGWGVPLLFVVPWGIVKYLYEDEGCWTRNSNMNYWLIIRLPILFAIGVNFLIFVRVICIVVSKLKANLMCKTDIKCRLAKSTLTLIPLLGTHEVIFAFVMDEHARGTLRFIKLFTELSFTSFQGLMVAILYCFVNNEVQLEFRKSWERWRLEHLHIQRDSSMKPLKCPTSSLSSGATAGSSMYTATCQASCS
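HEK293 cells stably co-expressing a cAMP-responsive luciferase reporter and constitutively active GLP-1R were seeded, incubated 12 h, then exposed to compounds for 24 h at 37 C. Luminescence was read 12 min after detection reagent; inverse agonists lower signal.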
PTHR1 ag: activates the human parathyroid hormone receptor PTHR1; HEK293 GP2 PTHR1 cells, GloSensor cAMP luminescence, 1 h; Potency, µM (top dose mostly 115 µM), for the others: at the highest dose activation, usual class: activators; 410,000 compounds, 0.075% hits; AID 743266; also: potency is read from the fitted curve at half-maximal effect; nearly all actives have a fitted effect of over 55% in size; some results filed as inactive show a strong effect at the top dose; inactives centre near -15; many of its hits are not listed in these tables
Target sequence (Q03431 whole entry, looked up): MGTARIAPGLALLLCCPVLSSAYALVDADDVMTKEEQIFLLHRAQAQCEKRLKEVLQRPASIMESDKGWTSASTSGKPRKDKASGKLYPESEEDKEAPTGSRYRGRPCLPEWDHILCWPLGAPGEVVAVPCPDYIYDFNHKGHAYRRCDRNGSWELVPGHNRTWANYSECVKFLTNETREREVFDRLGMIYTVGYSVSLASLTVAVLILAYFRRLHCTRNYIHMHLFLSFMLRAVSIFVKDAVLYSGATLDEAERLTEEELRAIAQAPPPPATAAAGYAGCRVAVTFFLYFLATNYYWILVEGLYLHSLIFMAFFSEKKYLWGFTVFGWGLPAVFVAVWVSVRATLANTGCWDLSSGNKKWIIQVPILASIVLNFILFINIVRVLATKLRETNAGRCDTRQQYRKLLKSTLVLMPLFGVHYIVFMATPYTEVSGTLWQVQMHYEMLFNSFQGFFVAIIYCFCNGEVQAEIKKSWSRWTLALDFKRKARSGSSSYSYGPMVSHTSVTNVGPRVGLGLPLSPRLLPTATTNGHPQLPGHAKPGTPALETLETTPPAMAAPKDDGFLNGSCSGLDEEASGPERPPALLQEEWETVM
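HEK-293-derived GP2 cells expressing PTHR1 and a GloSensor cAMP reporter, 3,000/well, plated overnight, given luciferin plus IBMX (each 0.5 mM as added) for 1 h at 37 °C, then compound for 1 h at 37 °C. Luminescence was read after 15 min at room temperature.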
FUS suppressor: suppressors of FUS proteinopathy in yeast | S. cerevisiae FUS-expressing, growth rescue, OD600, 24 h | Potency, µM (doses to about 76.6 µM), for inactives: at the top dose growth rescue (activation), actives largely listed as activators | 390,000 compounds, 0.24% hits | AID 1347120;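 also: potency is read from the fitted curve at half-maximal effect; plate controls were DMSO vehicle for no effect and reference control for full effect; nearly all actives have a fitted effect of over 55% in size; some results filed as inactive show a strong effect at the top dose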
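Cultures pregrown in 2.5% raffinose medium are shifted to minimal medium containing 2% galactose to express toxic FUS. Compounds are tested at several concentrations. After 24hr at 30C, growth is quantified at 600 nm absorbance.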
TDP43 rescue: rescues yeast growth from TDP-43 toxicity; TDP-43 expressing yeast growth rescue, BacTiter-Glo, 24 h; Potency, µM (doses to about 46.1 µM), inactives show at the highest dose growth rescue (activation), most hits filed as activators; 410,000 compounds, 1.8% hits; also: potency is read from the fitted curve at half-maximal effect; % of control where 0% means no effect; nearly all actives have a fitted effect of over 50% in size
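Yeast expressing TDP-43 (pregrown in raffinose, seeded at OD600=0.02 in galactose medium) exposed to compounds 24 hr at 30 deg C. Growth read by BacTiter-Glo luminescence; rescue of toxicity appears as increased signal.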
* marks the source's active call; other numbers are inactive results; i = inactive; ? = inconclusive; / = no result given; [ ] = dose if it differs, or a comment. Unless noted, calls follow the shape of the dose curve; as a rule, active = well fitted curve in the direction sought with a large enough effect; inconclusive = small, poorly fitted or top-dose-only effect, or another doubt; inactive = no such curve, though single readings can be large; an effect the other way counts as inactive or inconclusive. This is a subset. The share of hits here may be higher or lower than overall.

SMILES	Mm-Cpn inhibitor	aSyn rescue	Abeta rescue	HEK293 tox	Akt phos inh	GLP-1R inv ag	PTHR1 ag	FUS suppressor	TDP43 rescue
COc1ccc([C@H]2C[C@H](n3cc(C4CC4)nn3)[C@@H](O)CN2C(=O)C2CCCCC2)cc1	/	2%	1%	11%	i	16%	-20%	-20%	12%
Cc1ccc(S(=O)(=O)N(C)C)cc1NC(=O)c1cccnc1Oc1ccccc1	-2%	-8%	4%	-2%	i	7%	i	1%	10%
O=C(Cn1ncc2c3ccccc3n(Cc3ccccc3)c2c1=O)NCCCN1CCOCC1	0%	5%	-9%	-11%	i	1%	i	10%	9%
COc1cc(CC(=O)OCC(=O)Nc2cc([N+](=O)[O-])ccc2Cl)cc(OC)c1OC	1%	13%	20%	-15%	i	7%	-24%	-3%	?
COc1cc(-c2noc(C3CC(=O)N(c4cc(C)ccc4C)C3)n2)cc(OC)c1OC (stereo unspecified)	/	/	-4%	-1%	/	9%	-2%	32%	26%
CC(=O)Nc1nnc(-c2ccc(Cl)s2)o1	1%	-6%	1%	-3%	i	-25%	-22%	2%	23%
COC(=O)c1cc(NS(=O)(=O)c2ccc(F)cc2)ccc1N1CCOCC1	-2%	-1%	-10%	4%	i	-14%	-4%	10%	-3%
CC(C)CNC(=O)C1(C)CCCN1Cc1ccc(S(C)(=O)=O)cc1 (stereo unspecified)	/	-7%	-18%	2%	i	-2%	-6%	-12%	4%
Cc1cn([C@H]2C[C@H](O)[C@@H](CNC(=O)[C@H](N)Cc3cn(COCc4ccccc4)cn3)O2)c(=O)[nH]c1=O	/	24%	-1%	2%	i	-12%	-1%	-4%	?
CCOC(=O)[C@H]1[C@H]2COc3ccc(C)cc3[C@@H]2N2C(=O)CN(Cc3ccc(OC)cc3)C(=O)[C@@]12C	0%	5%	5%	?	i	5%	-43%[inhibitor]	41%	25%
Cc1cc(=O)c2ccccc2n1CC(=O)NCc1ccccc1	2%	8%	-6%	-19%	i	0%	-43%[inhibitor]	/	7%
CC(C)c1cc(NCCN2CCOCC2)n2c(nc3ccccc32)c1C#N	/	-3%	-4%	4%	i	-6%	i	7%	-10%
O=C(NC1CCCCC1)C(c1ccccc1)N(C(=O)c1csnn1)C1CCCC1 (stereo unspecified)	1%	-7%	16%	-3%	i	?	i	19%	-8%
CN1CCN(C(=O)Cn2ncc3c4ccccc4n(Cc4ccc(Cl)cc4)c3c2=O)CC1	/	/	-14%	-9%	/	?	-7%	7%	6%[9.22 µM]
COc1ccc(/C=N/NC(=O)c2c(-c3ccccc3)noc2C)cc1	4%	3%	7%	5%[1.53 µM]	i	-7%	i	13%	13%

In another format: entries from further up
Molecule | Mm-Cpn inhibitor | aSyn rescue | Abeta rescue | HEK293 tox | Akt phos inh | GLP-1R inv ag | PTHR1 ag | FUS suppressor | TDP43 rescue
Cc1cc(=O)c2ccccc2n1CC(=O)NCc1ccccc1 | 2% | 8% | -6% | -19% | i | 0% | -43%[inhibitor] | / | 7%
CC(C)c1cc(NCCN2CCOCC2)n2c(nc3ccccc32)c1C#N | / | -3% | -4% | 4% | i | -6% | i | 7% | -10%
O=C(NC1CCCCC1)C(c1ccccc1)N(C(=O)c1csnn1)C1CCCC1 (stereo unspecified) | 1% | -7% | 16% | -3% | i | ? | i | 19% | -8%
CN1CCN(C(=O)Cn2ncc3c4ccccc4n(Cc4ccc(Cl)cc4)c3c2=O)CC1 | / | / | -14% | -9% | / | ? | -7% | 7% | 6%[9.22 µM]

Carrying on.
SMILES	Mm-Cpn inhibitor	aSyn rescue	Abeta rescue	HEK293 tox	Akt phos inh	GLP-1R inv ag	PTHR1 ag	FUS suppressor	TDP43 rescue
COc1cc(C2Nc3cccc4cccc(c34)N2)ccc1OC(C)=O	-1%	-17%	-7%	?	i	11%	-24%	/	0%
CCOP(=O)(OCC)C(NC(=O)c1ccc(OC)cc1)c1ccccc1 (stereo unspecified)	3%	1%	5%	-5%	i	3%	i	-3%	-8%
COCc1cc(C)nc2sc(C(=O)Nc3ccccc3OC)c(N)c12	-3%	-1%	8%	162%[activator]	i	18%	-15%	0%	?
OCCC1CN(Cc2cc3c(cc2Cl)OCO3)CCN1Cc1ccccc1 (stereo unspecified)	-14%	1%	3%	0%	i	?	i	-1%	-1%
Nn1c(Cc2ccccc2F)n[nH]c1=S	0%	1%	0%	-29%	i	-8%	i	-43%	5%
CCC[C@H]1CCCC/C=C\CCCC(=O)OCCN1C(=O)OC(C)(C)C	1%	-23%	-2%	-3%	i	?	-13%	12%	-17%
COC(=O)c1[nH]c2cccc(OC)c2c1NC(=O)CCN1CCN(c2ccccc2OC)CC1	-1%	3%	3%	-16%	i	?	-23%[57.5 µM]	3%	-12%
CC(Oc1ccc2cc(-c3ccccc3)c(=O)oc2c1)C(=O)NCC1CCC(C(=O)O)CC1 (stereo unspecified)	-12%	-1%	-11%	-6%	i	0%	i	19%	?
C=C1CCN([C@H](C(=O)O)C(C)C)S(=O)(=O)c2ccccc21	/	-12%	17%	11%	i	17%	-11%	-15%	2%
COc1ccccc1C(CNC(=O)C1CC(=O)N(Cc2ccccc2)C1)N1CCCC1 (stereo unspecified)	2%	-11%	-16%	3%	i	-3%	-4%	20%	6%
COC(=O)[C@H](Cc1ccccc1)NC(=O)N1CCCCCC1	1%	-2%	-11%	-3%	i	3%	i	-14%	6%
COc1ccc(-n2ncc3c(NC(C)(C)CO)ncnc32)cc1	/	/	-12%	-4%	/	?	-36%[inhibitor]	-8%	14%
O=c1cc(-c2ccc3c(c2)OCCO3)oc2ccc(Cl)cc12	-3%	-2%	0%	-13%	i	27%	-23%	-8%	3%
O=C(Nc1nc2ccccc2[nH]1)c1cc(F)cc(F)c1	0%	0%	8%	-12%	i	1%	-8%	-6%	-2%
COc1ccc(-c2noc(CNC(=O)c3ccc(OC)cc3OC)n2)cc1	/	/	-6%	-10%	/	-9%	-55%[inhibitor]	-9%	8%

Part of the list above, reduced to aSyn rescue and PTHR1 ag.
| Compound | aSyn rescue | PTHR1 ag |
| --- | --- | --- |
| O=C(Nc1nc2ccccc2[nH]1)c1cc(F)cc(F)c1 | 0% | -8% |
| COc1ccc(-c2noc(CNC(=O)c3ccc(OC)cc3OC)n2)cc1 | / | -55%[inhibitor] |

Next part.
SMILES	Mm-Cpn inhibitor	aSyn rescue	Abeta rescue	HEK293 tox	Akt phos inh	GLP-1R inv ag	PTHR1 ag	FUS suppressor	TDP43 rescue
CCc1nn(C(C)C(=O)N2CCN(Cc3ccccc3)CC2)c(=O)c2cc3occc3n12 (stereo unspecified)	1%	-5%	2%	-15%	/	9%	i	-11%	-22%
CCOC(=O)c1csc(NC(=O)C(C)(C)C)n1	0%	4%	6%	3%	i	-18%	-46%[inhibitor]	-28%	20%
CC(C)c1nnc(NC(=O)C2CCCN2C(=O)Nc2cccc(Cl)c2)s1 (stereo unspecified)	-1%	2%	-7%	-4%	i	-9%	i	2%	-21%
COc1ccc(C(=O)/C=C/Nc2ccccn2)cc1	1%	-48%[inhibitor]	-27%	5%	i	?	-54%[inhibitor][57.5 µM]	-1%	24%
CCC(CC)CN1CCN=C1N(C)C	-1%	0%	-5%	2%	i	6%	-14%	-8%	20%
CN(C)c1ccnc2sc3c(SCc4ccc(Cl)cc4)ncnc3c12	-5%	-6%	-4%	-7%	i	34%	-11%	-7%	5%
Cc1cc(S(=O)(=O)Nc2c(C)nn(C)c2C)c(Cl)cc1Cl	0%	0%	-10%	1%	i	-23%	-69%[inhibitor]	5%	-26%
CCOC(=O)C1CCCN(C(=O)Cn2nc(CC)n3c(cc4sccc43)c2=O)C1 (stereo unspecified)	1%	1%	-1%	-8%	i	1%	-26%	-8%	15%
CC(C)CN(C(=O)CSc1nc2ccccc2o1)c1c(N)n(Cc2ccccc2)c(=O)[nH]c1=O	4%	-8%	-11%	-11%	i	-25%	-22%	/	-12%
CC(C)(C)c1nc2ccccc2c2nnc(SCC(=O)Nc3nccs3)n12	1%	0%	4%	-25%	i	-23%	-11%[57.5 µM]	-11%	-15%
Nc1c(C(=O)NCc2ccc(F)cc2)c2nc3ccccc3nc2n1CCCN1CCOCC1	-3%	-4%	-19%	322%[activator]	i	?	-20%	?	-21%
Cc1cc(/C=N/O)c(C)n1-c1cccc(Cl)c1	1%	8%	-11%	-7%	i	-2%	-16%	/	5%
CCOCCCNC(=O)CN1C(=O)c2cccc3cccc1c23	-14%	-4%	0%	69%[activator]	i	1%	i	?	11%
Cc1ccc(-c2ccc(CCC(=O)O)n2C(C)C)cc1	-1%	2%	1%	?	i	-15%	i	-10%	35µM*
Cc1cc(Cl)ccc1OC(C)C(=O)Nc1cccc(S(=O)(=O)N2CCOCC2)c1 (stereo unspecified)	/	0%	4%	-4%	i	?	-37%[inhibitor]	2%	19%
Cc1cc(C)n(C(=O)/C(C#N)=N\Nc2ccccc2[N+](=O)[O-])n1	0%	-1%	?	2%	i	-5%	-5%	5%	-41%[inhibitor]
CC(=O)NCCNc1nc(NCC2CC2)nc2cc(-c3ccccc3)sc12	/	4%	-2%	-3%	i	-21%	-22%	-8%	?
Cc1ccc(NC(=O)CN(C)C(=O)C2CSC3(C)CCC(=O)N23)cc1 (stereo unspecified)	/	-3%	-12%	13%	i	2%	9%	0%	21%

Bioassay records deposited in PubChem by National Center for Advancing Translational Sciences (NCATS).
